Screening results deposited in PubChem BioAssay by School of Medicine, Indiana University.
FECH inh: inhibitors of human ferrochelatase; P22830; purified FECH, Ni-mesoporphyrin absorbance 550 nm; calls only at 10 µM (by protocol); actives 3.3% (n = 20,000); AID 1671448;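 active = enzyme reaction rate more than 3 SD below the solvent-only control wells on the same plate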;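 also: lower slope than DMSO wells means FECH inhibition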
Target sequence (P22830 whole entry, looked up): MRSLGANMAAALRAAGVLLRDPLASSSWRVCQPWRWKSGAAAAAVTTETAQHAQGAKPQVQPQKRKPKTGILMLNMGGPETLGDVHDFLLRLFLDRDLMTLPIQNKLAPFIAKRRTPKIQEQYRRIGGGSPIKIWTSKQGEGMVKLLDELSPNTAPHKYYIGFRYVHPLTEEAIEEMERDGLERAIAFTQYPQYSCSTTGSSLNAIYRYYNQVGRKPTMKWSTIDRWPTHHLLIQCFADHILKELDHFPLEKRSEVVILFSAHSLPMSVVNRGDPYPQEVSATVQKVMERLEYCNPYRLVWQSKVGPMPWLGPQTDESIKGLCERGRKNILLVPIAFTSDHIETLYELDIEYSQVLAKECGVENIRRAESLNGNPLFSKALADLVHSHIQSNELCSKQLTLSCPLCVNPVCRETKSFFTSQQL
Calls only; i = inactive; + = active, no number. The list is partial (hit frequency here may not be typical).

SMILES | FECH inh
CCN(CC)CCNC(=O)c1ccc(Nc2cc(-c3ccccc3)ncn2)cc1 | i
COc1cc(C)c(S(=O)(=O)N2CCN(c3nc(C)cc(N4CCCCC4)n3)CC2)cc1C | i
O=C(O)CCCC(=O)Nc1nc2n(n1)C(c1ccc(F)cc1)C=C(c1ccccc1)N2 (stereo unspecified) | i
COc1ccccc1CNC(=O)c1cccn1-c1nnc(N2CCCCC2)s1 | i
CCc1ncc2c(n1)CN(C(=O)c1cccc(OC)c1C)C2 | i
Cc1cc(C)n2nc(CN(C(=O)c3ccc(F)cc3)c3cccc(Cl)c3)nc2n1 | i
O=C(c1ccc(-c2ccsc2)nc1)N1CCCN(C2CCCCC2)CC1 | i
COC(=O)[C@@H](NCc1cn[nH]c1-c1ccc(F)cc1)c1ccccc1 | i
COc1ccc2[nH]cc(CCNC(=O)CC3CCN(S(=O)(=O)c4ccccc4)CC3)c2c1 | i
Cc1cc(C)n2nc(CN(C(=O)C3CCCCC3)c3ccc(Cl)cc3)nc2n1 | +
CC(C)CC(=O)C(=O)NCC1CCN(c2cnn(C)c(=O)c2)C1 (stereo unspecified) | i
Cc1ccc(NCc2cccnc2N(C)Cc2ccccc2)nn1 | i
Fc1cccc(F)c1CCC1CCCN(Cc2cscn2)C1 (stereo unspecified) | i
Cc1cc(NC(=O)c2c(F)cccc2F)n(-c2ncnc3c2cnn3-c2cccc(C)c2C)n1 | i
CCC(=O)Nc1cccc(C(=O)NC(C)c2cn3ccsc3n2)c1 (stereo unspecified) | i
O=C(NCC1CCN(Cc2ccccc2F)CC1)C1CCCN(c2ncnc3c2nc2n3CCCCC2)C1 (stereo unspecified) | i
CCCS(=O)(=O)N1CCN(Cc2nc3cccnc3n2-c2cccc(C)c2)CC1 | i
O=C(COc1ccccc1)Nc1cccc(OCc2cc(=O)n3cc(Cl)ccc3n2)c1 | i
CSc1nc(-c2ccc(C)cc2)c(C#N)c(N2CCN(c3ccc(F)cc3)CC2)n1 | i
CC(=O)NCCn1cnc(-c2ccccc2)c1-c1[nH]c2ccccc2c1C | i
CNc1ncc(CN(C)C(=O)c2cccc(-n3cccn3)c2)cn1 | i
CC(C)C(=O)Nc1nc2n(n1)C(c1ccc(Cl)cc1)C=C(c1ccccc1)N2 (stereo unspecified) | i
CCCc1ccc(CN2CCn3nc(C(=O)N4CCN(C)CC4)cc3C2)o1 | i
CCCc1c(C)nc2ncnn2c1Sc1ccc(NS(=O)(=O)c2ccc(Cl)s2)cc1 | i
CCN(CCN(C)C)c1ncc(NS(=O)(=O)c2cccc(F)c2)cc1C(=O)O | i
CC(C)C(=O)NCC(=O)N1CCC2(CC1)c1ccccc1[C@@H](N)[C@@H]2O | i
Cc1ccc(NC(=O)c2ccccc2C)cc1OCc1cc(=O)n2cccc(C)c2n1 | i
Cn1ccnc1CN(C(=O)c1scc2c1CCCC2)C1CC1 | i
CN1CC2(CCN(C(=O)CCOc3ccccc3)C2)OC1=O (stereo unspecified) | i
CN(Cc1cnc(N)nc1)Cc1nnc(-c2ccccc2)o1 | i
Cc1cc(NC(=O)CC(C)(C)C)n(-c2ncnc3c2cnn3-c2cccc(Cl)c2)n1 | i
Cc1cccn2cc(CNC(=O)CCC(=O)Nc3ccccc3C(C)(C)C)nc12 | i
Cc1ccc2nc(C)c(C(=O)N[C@@H](Cc3ccc(O)cc3)C(=O)O)cc2c1 | i
CCCNc1ncc(CN2CCOC(Cc3cccc(F)c3)C2)cn1 (stereo unspecified) | i
CSc1nc(NCCN2CCOCC2)c(C#N)c(-c2ccc(Cl)cc2)n1 | i
Cn1c(=O)c2c(-c3ccc(Cl)cc3)c(Nc3ccccc3)oc2n(C)c1=O | i
CCOc1ccc(N2CC(NC(=O)c3ccc(C)cc3)CC2=O)cc1 (stereo unspecified) | i
CCc1ccc2nc(N3CCCN(C(=O)COC)CC3)cc(C)c2c1 | i
CCc1nc(CN2CCN3CCN(C)CC3C2)c(C)[nH]1 (stereo unspecified) | i
Cc1ccc(-c2nnc(-c3nc(NCCC4=CCCCC4)c4ccccc4n3)o2)cc1 | i

FECH inh: entries above that show a hit.
SMILES | FECH inh
Cc1cc(C)n2nc(CN(C(=O)C3CCCCC3)c3ccc(Cl)cc3)nc2n1 | +

(list continues)
SMILES | FECH inh
CCc1cc(Sc2ccccc2NC(=O)c2ccc(C(C)(C)C)cc2)n2nc(C)nc2n1 | i
O=C(c1cccnc1)N1CCc2c(ncnc2NCCn2cccn2)C1 | i
Cc1nc(C(C)NC(=O)c2[nH]c3c(C)ccc(C)c3c2C)n[nH]1 (stereo unspecified) | i
O=C(c1cc2n(n1)CCNC2)N1CCCC1Cn1cccn1 (stereo unspecified) | i
Cc1ccc(CNC(=O)CN2CCN(Cc3ccccc3Cl)S2(=O)=O)cc1 | i
Cc1cc(C)n2nc(CN(C(=O)c3ccc(C(C)(C)C)cc3)c3ccc(Cl)cc3)nc2n1 | i
COCc1ncc(CN2CCC(O)(c3ccccc3C)C2)cn1 (stereo unspecified) | i
C=CCN(Cc1ccc(C)s1)C(=O)c1cccnc1NC | i
O=C(c1ccco1)N1CCN(C(=O)C2CCCN(c3ncnc4c3nc3n4CCCCC3)C2)CC1 (stereo unspecified) | i
COc1ncccc1-c1ccc(S(N)(=O)=O)s1 | i
Cc1cc(C)n(-c2ccc(C(=O)NCCSc3nnnn3C)cc2)n1 | i
Cc1ccc(-n2c(=O)n(C)c3c(C(N)=O)nc(-c4ccc(F)cc4F)nc32)cc1C | i
COCC(=O)Nc1cccc(-n2ccc(-c3cccnc3)n2)c1 | i
CCC1=C(c2ccc(OC)cc2)S(=O)(=O)N(CC(=O)Nc2c(C)cccc2CC)C1=O | i
Cc1ccc(-n2ncc3c(-n4nc(C)cc4NC(=O)CCc4ccccc4)ncnc32)c(C)c1 | i
Cc1nc(OCC(=O)NCc2ccc(N(C)C)cc2)c2c(C)c(C)oc2n1 | i
NS(=O)(=O)c1ccc(CCNC(=O)C2=Cc3ccccc3OC2)cc1 | i
Cc1[nH]cnc1C(=O)NC(c1ccncc1)c1ccc(Cl)cc1 (stereo unspecified) | i
COc1cc(N2CCCC(N3CCCC3=O)C2)ncn1 (stereo unspecified) | i
CCC(C)N(CCNC(=O)C1CCN(c2ncnc3c2nc2n3CCCCC2)CC1)Cc1ccco1 (stereo unspecified) | i
COc1ccc(OC)c(Nc2nc(N3CCN(C)CC3)nc3c2cnn3-c2ccccc2)c1 | i
CN(C)c1nc2c(c(N3CCC(n4c(=O)[nH]c5ccccc54)CC3)n1)CCNC2 | i
COc1ccccc1CNC(=O)CNC(C)c1nncn1C (stereo unspecified) | i
COc1ccccc1Oc1ncccc1CNC(C)CC(F)(F)F (stereo unspecified) | i
Cc1ccc(-n2ncc3c(-n4nc(C)cc4NC(=O)c4ccc(Br)o4)ncnc32)c(C)c1 | i
CC(C)N(CCC(N)=O)S(=O)(=O)NCc1ccccc1 | i
CCCC(C(=O)Nc1ccc(OC)c(OC)c1)N1Cc2ccccc2C1=O (stereo unspecified) | i
Cc1ccc(NS(=O)(=O)c2cc(N3C(=O)CCS3(=O)=O)ccc2C)c(C)c1 | i
Cc1ccc(CNS(=O)(=O)c2cc(C(=O)N3CCCC3)cs2)o1 | i
O=S(=O)(NCc1ccccc1)NCC(CO)Cc1ccsc1 (stereo unspecified) | i
CC1=C(C(=O)NCc2ccc(Cl)cc2)C2(CCN(S(C)(=O)=O)CC2)OC1=O | i
O=c1[nH]c(CNc2nccc(CCC(F)(F)F)n2)nc2ccccc12 | i
COc1ccc(OCC(=O)N2CCc3c(c(C(=O)NCc4ccccc4)nn3C)C2)cc1 | i
CC(CCc1ccccc1)NC(=O)c1cn[nH]n1 (stereo unspecified) | i
Cc1cccc(NCc2nc3nc(C)c(Cc4ccc(Cl)cc4)c(=O)n3[nH]2)c1C | +
CC(=O)Nc1c2n(c3ccccc13)CC(C)(C(=O)NC1CCCCC1)N(Cc1ccccc1)C2=O (stereo unspecified) | i
Cc1ccc(Nc2cc(C)nc(Nc3ccc(NC(=O)c4ccc(F)cc4)cc3)n2)cc1 | i
CN1CCC2(CCCN(C3CCC4(CCNCC4)CC3)C2)C1 (stereo unspecified) | i
CCn1c(=O)n(Cc2ccc(C)cc2)c(=O)c2cnc(-c3ccc(Cl)cc3)nc21 | i
COc1ccc(CCC(=O)N2CCC(O)(C(=O)O)CC2)cc1 | i

Retrieved by compound from the entries so far (3):
SMILES | FECH inh
COc1ccccc1Oc1ncccc1CNC(C)CC(F)(F)F (stereo unspecified) | i
CCCC(C(=O)Nc1ccc(OC)c(OC)c1)N1Cc2ccccc2C1=O (stereo unspecified) | i
O=S(=O)(NCc1ccccc1)NCC(CO)Cc1ccsc1 (stereo unspecified) | i

Three entries from above, arranged by count of non-hydrogen atoms, rising:
SMILES | FECH inh
CC(C)N(CCC(N)=O)S(=O)(=O)NCc1ccccc1 | i
CN1CCC2(CCCN(C3CCC4(CCNCC4)CC3)C2)C1 (stereo unspecified) | i
O=c1[nH]c(CNc2nccc(CCC(F)(F)F)n2)nc2ccccc12 | i

(list continues)
SMILES | FECH inh
CC(C)c1nccc(CN(C)C(C)c2cccs2)n1 (stereo unspecified) | i
Cc1cnccc1N1CCCN(c2cc(N(C)C)ncn2)CC1 | i
Cn1cc(Cn2cnc(-c3ccccc3)c2-c2nc3ccccc3n2C)cn1 | i
CC(C)Cc1cc(C(=O)NC2CN(C)S(=O)(=O)c3ccsc32)on1 (stereo unspecified) | i
COc1cc2cc(CN3CC(n4nc(C)cc4C)C3)c(=O)[nH]c2cc1OC | i
CC(C)Cc1ccc(S(=O)(=O)NCCn2c(-c3ccc(F)cc3)nc3cccnc32)cc1 | i
Cc1cccc(CNC(=O)CN2C(=O)C3CCCN3C(=O)c3ccccc32)c1 (stereo unspecified) | i
Cc1ccc(N2CCCS2(=O)=O)cc1NC(=O)Cc1ccc(Cl)cc1 | i
CSc1ccc(-c2nc(CN3CCc4nc(N)sc4C3)c(C)o2)cc1 | i
c1ccc(-c2nccn2CCN2CCCCC2)c(Cn2cccn2)c1 | i
Cc1ccc(-c2nc3cccnc3n2CCN2CCN(C(=O)Nc3c(C)cccc3C)CC2)cc1 | i
CC(C)n1ccnc1-c1nccn1CCOc1ccccc1 | i
COc1cccc(NC(=O)N2CCC(n3c(C)nc4cccnc43)CC2)c1 | i
NC1(C(=O)O)CCN(Cc2ccc(OCC(=O)N3CCCCC3)cc2)C1 (stereo unspecified) | i
Cc1ccc(-n2c(CN3CCN(S(=O)(=O)c4cccs4)CC3)nc3cccnc32)cc1 | +
Cc1cc(C)cc(NC(=O)N2CCN(CCn3c(C(F)(F)F)nc4cccnc43)CC2)c1 | i
COC(=O)c1c(NC(=O)c2cccc(C(F)(F)F)c2)sc2c1CCN(C(C)C)C2 | i
Cc1ccc(Cn2c(CCNC(=O)Nc3ccc(C)cc3Cl)nc3cccnc32)cc1 | i
Cc1ccc(S(=O)(=O)N(Cc2cccc(F)c2)c2nc3nc(C)cc(C)n3n2)cc1 | i
Cc1ccc(-c2nc3cccnc3n2CCNS(=O)(=O)c2ccc(C)c(C)c2)cc1 | +

A different layout for 6 compounds above.
FECH inh | Structure
i | Cc1cnccc1N1CCCN(c2cc(N(C)C)ncn2)CC1
i | Cn1cc(Cn2cnc(-c3ccccc3)c2-c2nc3ccccc3n2C)cn1
i | CC(C)Cc1cc(C(=O)NC2CN(C)S(=O)(=O)c3ccsc32)on1 (stereo unspecified)
i | COc1cc2cc(CN3CC(n4nc(C)cc4C)C3)c(=O)[nH]c2cc1OC
i | CC(C)Cc1ccc(S(=O)(=O)NCCn2c(-c3ccc(F)cc3)nc3cccnc32)cc1
i | Cc1cccc(CNC(=O)CN2C(=O)C3CCCN3C(=O)c3ccccc32)c1 (stereo unspecified)

Next section.
SMILES | FECH inh
COc1cc(NC(=O)CN2CCC(Oc3ncccn3)CC2)cc(OC)c1 | i
O=C1CC(c2cn[nH]c2-c2cccc(F)c2)c2cc3cn[nH]c3cc2N1 (stereo unspecified) | i
CCc1ccc(CN(C)C(=O)c2cc(COc3ccccc3)[nH]n2)nc1 | i
CCc1c(C)nc2ncnn2c1Sc1ccccc1NC(=O)c1ccc(F)cc1 | +
Cn1ncc(Cl)c1C(=O)NC1CC(=O)N(Cc2cccc3ccccc23)C1 (stereo unspecified) | i
O=C(c1nccc2ccccc12)N1CCN(Cc2cccc(F)c2)CC1 | i
Cc1cc(C)n(CCC(=O)NCCCn2nnc3ccccc32)c(=O)n1 | i
CCc1cnc(C)nc1N(C)Cc1nc2ccsc2c(=O)[nH]1 | i
COC(Cn1ccnc1-c1ccnc2ccccc12)c1cccs1 (stereo unspecified) | i
Cc1ccccc1-n1cc(CN(C)C(=O)CN2CC(=O)NC2=O)cn1 | i
CCCn1c(CNS(=O)(=O)c2ccccc2F)nc2cccnc21 | i
Cc1cc(CC(=O)NCc2cnc3c(C)cccn23)on1 | i
CCOc1ccc(NC(=O)CN2CCN(Cc3ccccc3)S2(=O)=O)cc1 | i
COc1ccc(-c2cc(N3CCN(S(=O)(=O)c4cc(Cl)ccc4OC)CC3)ncn2)cc1 | i
CCn1ncnc1CN1CCCC2(CCN(C(=O)OCC(C)(C)C)C2)C1 (stereo unspecified) | i
CCOc1ccccc1CN(CC)C(=O)c1ccccc1-n1cncn1 | i
Cc1cc(CC(=O)N2CCNCC2C(=O)N2CCN(C)CC2)on1 (stereo unspecified) | i
CCCC(=O)N(Cc1nc2nc(C)cc(C)n2n1)c1ccc(Cl)cc1 | i
CC(C)c1cccc(-c2cc(NCc3cccnc3)nc3[nH]ccc23)n1 | i
Cc1ccc(Nc2nc(N3CCCC(C)C3)nc3c2cnn3-c2ccccc2)cc1 (stereo unspecified) | i
O=C(O)[C@H]1C[C@@H](C(=O)NC2CC2)CN(C(=O)c2cccc(Cl)c2Cl)C1 | i
O=C(Cc1ccccc1)NC1CC(=O)N(c2cccc(F)c2)C1 (stereo unspecified) | i
Cc1ccc(Oc2ncccc2CNC(=O)Cn2nc(C)c(C)c2C)cn1 | i
Cc1ccc(S(=O)(=O)NCc2nc3cccnc3n2C(C)C)cc1 | i
CN1CC2(CCN(C(=O)c3cn(CCN4CCNCC4)nn3)C2)OC1=O (stereo unspecified) | i
